MBD2 DNA inh: blocks human MBD2 binding to methylated DNA. Q9UBB5. TR-FRET, MBD2 binding to methylated oligonucleotide. inhibition, % at 4.4 µM. actives 0.31% (n = 370,000). AID 686964; in the data active = inhibition above about 13%
ADAM17 inh: inhibits human ADAM17; P78536; recombinant ADAM17, EDANS/DABCYL FRET peptide cleavage; inhibition, % at 6.95 µM; actives 0.83% (n = 370,000);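 active = inhibition above the mean of compounds lying between control limits plus 3 SD, set per campaign, cut at about 8.5% in these data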;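 also: 0% = DMSO-only wells as the low control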
ssDAF12 agonist: activators of S. stercoralis DAF-12 nuclear receptor; HEK293 ssDAF-12/GRIP1 lit1-tk-luc reporter, luminescence; % of 3 µM dafachronic acid response; activation, % at 6.8 µM; actives 1% (n = 370,000);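 active = activation above the mean over all tested compounds plus 3 SD, cut at about 0.9% in these data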;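 also: 0% = DMSO-only wells and 100% = 3 µM delta7-dafachronic acid wells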
Rev-erbA mod: modulates human Rev-erb alpha binding to DNA. Rev-erbα–FITC-DNA binding, fluorescence polarization, 90 min. AID 1259318. P20393. actives 0.79% (n = 370,000). activity, % at 10 µM;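 active = activity above about 14%, limit read from the data; passing the limit was not always enough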;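 also: 0% = DMSO wells with 35 nM protein and 100% = DMSO wells with 750 nM protein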
hcDAF12 agonist: activators of H. contortus DAF-12 nuclear receptor. actives 1.4% (n = 370,000). activation, % at 6.8 µM. HEK293 hcDAF-12 lit1-tk-luc reporter, luminescence; 0% DMSO, 100% Δ7-dafachronic acid;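 active = activation above the mean of all tested compounds plus 3 SD, cut at about 5.5% in these data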;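 also: 100% = response to 3 µM Δ7-dafachronic acid high control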
PLC-gamma1 inh: blocks human PLC-gamma1 enzyme activity; P19174; actives 0.84% (n = 370,000); AID 720700; purified PLC-gamma1, fluorogenic substrate, fluorescence; inhibition, % at 12.2 µM; in the data active = inhibition above about 9.5%
SMARCA2 act: SMARCA2 function activation, primary screen; MG213 cells, MMTV-luciferase reporter, dexamethasone, overnight; activation, % at 9.1 µM; actives 1% (n = 370,000); AID 652017; in the data active = activation above about 7.8%;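 also: 0% = vehicle wells and 100% = reference activator wells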
DAX1 inh-1: DAX1 (NR0B1) inhibition, primary screen; AID 652010; inhibition, % at 6.8 µM; HEK293T StAR-luciferase reporter, SF-1/DAX-1 repression relief; actives 1.1% (n = 370,000);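 active = inhibition above the mean over all tested compounds plus 3 SD, cut at about 3.6% in these data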;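 also: 0% = DAX-1 cells with DMSO and 100% = cells lacking DAX-1 with DMSO; higher inhibition means more luminescence from relief of DAX-1 repression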
DAX1 inh-2: NR0B1 (DAX1) inhibition; P51843; HEK293 Gal4-DAX1 luciferase reporter, luminescence; inhibition, % at 6.75 µM; actives 0.99% (n = 340,000); AID 504766;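 active = inhibition above the mean over all tested compounds plus 3 SD, cut at about 4.2% in these data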;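 also: 0% = DAX1-transfected cells with DMSO and 100% = empty-vector control cells with DMSO; inhibition shows as a rise in luminescence from relieved DAX1 repression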
hgDAF-12 ag: agonists of H. glycines DAF-12 nuclear receptor; HEK293 GAL4-hgDAF12 UAS-luciferase reporter, agonist luminescence; normalized to butyrate control; activation, % at 6.8 µM; actives 1.8% (n = 370,000);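 active = activation above a cutoff set at the mean of all screened compounds plus 3 SD, cut at about 10% in these data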;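 also: 0% = DMSO wells and 100% = sodium butyrate wells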
PLC-beta3 inh: blocks human PLC-beta3 enzyme activity | actives 0.18% (n = 370,000) | AID 720704 | Purified PLC-beta3, fluorogenic substrate, fluorescence | Q01970 | inhibition, % at 12.2 µM; in the data active = inhibition above about 11%;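 also: 0% = median of compound wells on plate and 100% = full blocker control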
Target sequence (Q01970 whole entry, looked up): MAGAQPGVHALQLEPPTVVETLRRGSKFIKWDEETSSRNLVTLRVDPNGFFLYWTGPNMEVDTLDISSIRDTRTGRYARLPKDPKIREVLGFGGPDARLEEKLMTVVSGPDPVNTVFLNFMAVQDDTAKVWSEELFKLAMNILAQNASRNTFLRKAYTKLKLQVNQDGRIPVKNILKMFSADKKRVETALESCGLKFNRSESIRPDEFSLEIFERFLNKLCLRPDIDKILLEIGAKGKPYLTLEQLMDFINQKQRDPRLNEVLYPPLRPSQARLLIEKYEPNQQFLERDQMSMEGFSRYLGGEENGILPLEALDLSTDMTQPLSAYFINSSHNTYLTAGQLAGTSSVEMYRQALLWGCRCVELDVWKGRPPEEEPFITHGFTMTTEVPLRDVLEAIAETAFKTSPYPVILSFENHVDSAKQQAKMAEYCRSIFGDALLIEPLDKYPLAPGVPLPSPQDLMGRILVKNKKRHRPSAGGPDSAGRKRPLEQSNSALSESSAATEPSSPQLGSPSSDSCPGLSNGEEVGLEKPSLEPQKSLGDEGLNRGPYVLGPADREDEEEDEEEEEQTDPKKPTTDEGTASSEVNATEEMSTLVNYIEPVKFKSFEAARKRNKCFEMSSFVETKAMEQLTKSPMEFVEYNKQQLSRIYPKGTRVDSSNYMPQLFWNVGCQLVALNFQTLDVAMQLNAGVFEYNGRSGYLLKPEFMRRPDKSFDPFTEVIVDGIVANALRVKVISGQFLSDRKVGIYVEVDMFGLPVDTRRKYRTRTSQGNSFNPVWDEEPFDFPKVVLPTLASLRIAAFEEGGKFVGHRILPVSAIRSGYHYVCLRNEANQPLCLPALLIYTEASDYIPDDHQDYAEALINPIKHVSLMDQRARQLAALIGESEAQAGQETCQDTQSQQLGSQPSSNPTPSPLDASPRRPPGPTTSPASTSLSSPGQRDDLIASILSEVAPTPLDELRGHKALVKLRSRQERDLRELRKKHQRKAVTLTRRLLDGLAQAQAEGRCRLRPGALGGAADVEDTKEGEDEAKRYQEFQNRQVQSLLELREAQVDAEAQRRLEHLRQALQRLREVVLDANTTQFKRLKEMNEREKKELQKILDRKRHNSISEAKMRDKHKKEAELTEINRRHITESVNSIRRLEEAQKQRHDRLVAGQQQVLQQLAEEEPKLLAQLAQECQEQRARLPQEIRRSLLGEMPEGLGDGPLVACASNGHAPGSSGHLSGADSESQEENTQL
Active calls of the source: *; i = inactive; . = not tested or not shown.

SMILES,MBD2 DNA inh,ADAM17 inh,ssDAF12 agonist,Rev-erbA mod,hcDAF12 agonist,PLC-gamma1 inh,SMARCA2 act,DAX1 inh-1,DAX1 inh-2,hgDAF-12 ag,PLC-beta3 inh
Cc1nn(C)c(C(=O)N2CCc3ccccc32)c1Br,-1,0,0.6,3,5.0,-2,-4,-0.1,0.2,-0.3,0
C[C@@H]1CN([C@H](C)CO)C(=O)CCCn2nncc2CO[C@H]1CN(C)C(=O)c1ccc2ccn(C)c2c1,-1,-3,-1.1,-1,1.7,-6,-1,0.4,0.8,-0.7,-2
CC(=O)Nc1ccc(S(=O)(=O)NCCC(=O)OCC(=O)N2CCN(C(=O)c3ccco3)CC2)cc1,3,1,-0.5,2,2.2,0,-3,-0.7,0.5,-2.0,-10
O=C(Nc1ccccc1O)c1ccc(NS(=O)(=O)c2cccc3cccnc23)cc1,2,4,2.3*,-8,19*,3,1,54*,18*,84*,3
C[C@@H]1CN([C@@H](C)CO)C(=O)c2cc(N(C)C)ccc2O[C@@H](C)CCCCO[C@@H]1CN(C)S(=O)(=O)c1cccs1,3,-8,-1.1,2,1.9,-18,5,-1.4,0.6,0.3,-25
COc1ccccc1C(=O)NC(CCSC)C(=O)NC1CCCCCC1 (stereo not given),5,3,-1.3,4,-0.8,4,-4,-1.0,-0.1,-2.1,2
O=C(O)CCc1nn2c3ccccc3n(CC(=O)c3ccccc3)c2nc1=O,-2,-94,-0.8,-3,3.4,-326,-3,0.2,-0.1,0.4,-455
CN(C)S(=O)(=O)Oc1ccsc1C(=O)Nc1cccc(Cl)c1,-4,3,-1.5,-1,-3.1,6,-2,-1.0,-1.0,-2.4,3
COc1ccnc(Nc2ccc(C)c(C)c2)c1C#N,1,-2,-0.4,2,3.1,-1,-1,0.5,0.0,2.8,0
COc1cccc(C2=NN(C(=O)CCCC(=O)O)C(c3cccs3)C2)c1 (stereo not given),3,1,-1.1,-2,0.4,0,-2,-0.1,2.8,0.7,-7
Cc1c(CC(=O)O)c(=O)oc2c(C)c3occ(-c4ccccc4)c3cc12,-1,-17,-0.9,-7,0.4,-44,3,-0.1,1.4,-2.1,-68
O=C(Cn1cnc2c(oc3ccccc32)c1=O)NCc1ccccc1,7,-5,-1.8,1,2.0,-2,2,0.6,-0.1,2.5,-3
COc1ccc(CCNc2oc(-c3cccc4ccccc34)nc2P(=O)(OC)OC)cc1OC,0,i,-1.1,-2,0.2,i,-1,-0.2,-0.8,3.0,i
Cc1ccc(C(=O)N/C(=C\c2ccc(Br)cc2)c2nc(=S)[nH][nH]2)cc1,-1,3,-1.4,.,-0.1,-13,-2,-0.7,-0.1,0.7,-13
O=C(NCC1CCCO1)C1CCN(S(=O)(=O)N2CCCC2)CC1 (stereo not given),0,-1,-0.6,-1,-0.9,2,1,0.6,0.7,-0.7,1
CCOc1ccc(N(CC(=O)Nc2c(C)n(C)n(-c3ccccc3)c2=O)S(=O)(=O)c2cccs2)cc1,-2,0,-0.9,0,0.5,2,-5,-1.0,.,-1.4,0
O=C1/C(=C\c2ccc(-c3ccccc3Cl)o2)SC(=S)N1CC1CCCO1 (stereo not given),2,-3,-0.6,11,0.1,-5,-6,1.0,-0.6,2.1,-3
COc1ccc(OC)c(C(c2nnnn2C2CCCC2)N2CCN(c3ccccc3F)CC2)c1 (stereo not given),-1,3,-1.4,5,0.4,3,0,-0.7,0.1,2.3,4
CCn1c(NCc2ccco2)nc2c1c(=O)n(C)c(=O)n2C,-1,-5,-1.2,0,-1.6,0,-3,0.1,1.3,1.8,1
CCN(CC(=O)NCc1cccs1)S(=O)(=O)c1ccc([N+](=O)[O-])cc1,-5,-2,-1.5,0,-0.1,1,0,-0.2,3.7,-1.4,-7
COc1ccc(Cl)cc1NC(=O)CN(C)C(=O)C1CCN(C(=O)Nc2ccccc2)CC1,-10,1,-0.8,-3,-0.4,4,1,0.8,0.3,1.5,0
C=CCN(Cc1cc(OC)ccc1OC)C(=O)c1cc2ccc(OC)cc2[nH]1,2,-6,0.1,4,3.4,-7,-3,-0.1,2.2,3.0,-10
CCOC(=O)C1=CNS(=O)(=O)NC1c1ccc2ccccc2c1 (stereo not given),1,-5,0.2,-1,4.1,-12,-3,0.1,0.9,2.6,-13
Cc1ccc(C(=O)N2CCN(C(=O)CN3CCCC3)C2)cc1,2,-7,-0.7,2,-0.2,0,-1,-0.5,1.0,-1.6,-2
CN1CCN(Cc2oc(CO)cc(=O)c2O)CC1,-2,-1,-0.9,1,-0.8,-2,-2,-0.5,-0.1,0.6,0
Cc1ccc(C)c(N2CCN(CCCNC(=O)Cn3cc4c(n3)CCC(C)C4)CC2)c1 (stereo not given),8,0,-1.7,-1,-1.2,0,-2,-0.3,-1.0,-1.1,0
O=c1[nH]nc2c3ccccc3cnn12,-6,0,-1.3,0,0.3,1,1,0.3,2.3,-1.3,1
CCCCN(C)CCCNC(=O)CCn1nc(-c2ccccc2)ccc1=O,-2,-2,-0.6,6,-1.2,-2,-3,-0.1,0.4,4.5,3
CCCCC(=O)NC(NC(=O)CCCC)c1ccc(OCCC)c(OC)c1,1,3,0.2,-4,-1.7,6,0,0.5,-0.7,-2.4,3
O=C(COC(=O)c1cccc(S(=O)(=O)N2CCc3ccccc32)c1)Nc1ncc(Cl)cc1Cl,-7,1,-0.6,1,6.8*,1,-1,0.5,-1.2,-0.1,1
COc1cccc(CNC(=O)[C@@H]2CCCN2C(=O)[C@H]2CCCCN2)c1,-2,7,-0.9,7,-0.7,18*,-7,1.5,.,2.6,7
Clc1ccc(CN2CCC(Cc3ccccc3)CC2)cc1,-1,0,-1.6,0,-1.0,11*,-4,-0.1,-0.7,0.5,6
C=CCNC(=O)CC(=O)N/N=C/c1ccccc1F,-1,-2,-0.8,-7,-1.2,1,-1,0.1,0.9,-2.1,4
Cc1nc(-c2ccc(F)cc2)c(CC(=O)N(C)CC(=O)Nc2ccccc2Br)s1,4,-1,-0.9,-2,-0.8,-4,5,1.0,-0.3,-0.9,-7
Cc1ccccc1NC(=O)c1cc2ccccc2o1,6,-2,0.2,0,7.7*,-1,6,2.2,2.7,14*,-4
CCOc1ccc(CC2c3cc(OCC)c(OCC)cc3CCN2C(=O)c2cc(OC)c(OC)c(OC)c2)cc1OCC (stereo not given),-1,0,-1.4,-1,0.5,2,-1,0.5,2.2,-1.6,5
CNC[C@H](CC1CCCCC1)NC[C@H](CO)NCC1(c2ccccc2)CC1,0,-1,-1.0,3,0.4,3,3,0.0,0.3,-1.1,9
CCCn1c(C(C)Nc2nc(-c3cc(Cl)c(N)c(Cl)c3)cs2)nc2cc(Cl)c(N3CCCCC3)cc21 (stereo not given),0,-1,-1.0,-1,-0.3,-11,0,0.0,1.5,3.5,-17
CC(C)(C)NC(=O)C1c2ccccc2Oc2ccccc21,-4,-1,-1.6,0,-0.9,0,-1,-0.3,4.0,-1.0,-8
O=C(Nc1ccccc1Cl)N1CCCN(c2nc(-c3ccccc3)ns2)CC1,2,-1,-1.8,-6,-1.9,-4,-5,-1.2,-3.8,-4.7,-5
CCCCc1ccc(NC(=S)NCc2cccc(OC)c2)cc1,7,6,-1.5,-6,-2.8,0,0,-0.5,0.3,2.8,-6
COC(=O)c1cc(NS(=O)(=O)c2ccc(NC(C)=O)cc2)cc(C(=O)OC)c1,-2,-12,-1.4,6,-0.2,-40,4,0.2,0.7,-1.2,-46
CCc1ccccc1NC(=O)CSc1nc(C)c(C)o1,3,3,-1.3,4,-0.5,8,-3,-0.9,1.1,-2.0,0
CCOc1cc(S(=O)(=O)Nc2ccncc2)ccc1F,-1,-1,-0.5,-2,-0.8,1,-2,0.0,-0.6,-1.5,-28
COc1cccc(COC(=O)C2CCN(S(=O)(=O)c3cccs3)CC2)c1OC,0,3,-1.1,0,0.3,-4,1,-0.3,-0.7,-0.5,-6
O=C(CN1CCOCC1)NN=C1CCCCCCCCCCC1,-2,-3,-0.5,1,-1.7,0,-1,0.3,0.8,3.3,-1
Cc1ccc(C(=O)NC2CCCCC2)cc1S(=O)(=O)N1CCCC1,-2,-3,-0.8,4,-1.5,3,0,2.4,-0.1,0.7,-4
CCC(C)Sc1cc(C(F)(F)F)c(C(=O)Nc2ccc(Cl)cc2)cn1 (stereo not given),6,-1,-1.3,-2,0.6,2,0,-0.4,1.7,0.0,-13
CC12CCC(=O)N1C(C(=O)NNC(=O)c1ccc(Br)cc1)CS2 (stereo not given),-1,-5,-0.6,4,-1.4,2,-5,5.5*,2.4,2.7,-6
N/C(Cc1ccc(Cl)cc1)=N\OC(=O)Cc1ccc([N+](=O)[O-])cc1,-7,4,-1.0,-1,1.4,-5,-4,-0.7,0.7,3.5,-1

A few values from above:
Rev-erbA mod, `CC(C)(C)NC(=O)C1c2ccccc2Oc2ccccc21` is entered as 0
DAX1 inh-1, `C=CCNC(=O)CC(=O)N/N=C/c1ccccc1F` is entered as 0.1

Following part.
SMILES,MBD2 DNA inh,ADAM17 inh,ssDAF12 agonist,Rev-erbA mod,hcDAF12 agonist,PLC-gamma1 inh,SMARCA2 act,DAX1 inh-1,DAX1 inh-2,hgDAF-12 ag,PLC-beta3 inh
CCCN1CCC(=NNc2ccc(S(=O)(=O)N(CC)CC)cc2[N+](=O)[O-])CC1,-4,1,-2.2,0,-2.0,3,3,-2.4,-0.1,-5.8,2
C=CCNC(=O)CC1Nc2c3ccccc3nc(=S)n2C1=O (stereo not given),5,-9,-1.2,-7,1.3,-1,-4,0.1,-0.8,-1.2,-8
Cc1cc(C)cc(N(CC(=O)Nc2ccc(-c3nc4ccc(C)cc4s3)cc2)S(C)(=O)=O)c1,-6,-51,-0.8,5,3.2,-20,6,2.8,-0.9,9.7,-21
COc1cc(OC)cc(C(=O)Nc2c(F)cccc2F)c1,2,-1,-0.7,-1,-0.4,0,-2,-0.7,0.2,-0.2,1
CCc1c(C(=O)N2CCN(c3ccccc3F)CC2)[nH]c(C)c1C(C)=O,3,-5,-1.3,1,-2.1,-1,-4,-0.7,-1.3,-0.7,0
COC(=O)C1CN(Cc2ccc(OC)cc2)CCS(=O)(=O)N1Cc1cn(Cc2ccc(F)cc2)nn1 (stereo not given),3,-3,-1.6,5,-2.5,-1,-1,-1.0,.,-1.1,-1
O=C(CCNC(=O)C1CCN(S(=O)(=O)c2ccccc2)CC1)NCc1cccnc1,2,-2,-0.2,-3,-1.9,1,-2,0.0,1.9,9.5,2
Nc1nc(COC(=O)c2ccco2)nc(Nc2ccccc2)n1,2,-3,-0.7,-3,-0.9,2,2,1.6,3.7,3.3,3
Cc1cc(C)n2nc(C(=O)N/N=C/c3cn(C)nc3C)nc2n1,3,-6,-1.5,2,-0.7,-1,-3,-0.3,0.4,-1.2,-10
O=C1C=C(c2cccc(Br)c2)C[C@@H](c2ccc(F)cc2)C1,-6,2,-1.4,5,-2.3,0,-1,-0.8,1.9,0.1,0

From PubChem
